GRK2 aptamer HTS = inhibitors of human GRK2 displacing RNA aptamer; inhibition of aptamer binding, % at 10 µM; AID 488847; bead flow cytometry, FAM-aptamer displacement from GRK2; actives 0.59% (n = 330,000);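 active means inhibition of aptamer binding above 40%, roughly 3 SD of noise, on plates passing a quality check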;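 further: median bead fluorescence of bound FAM aptamer so fluorescent compounds give negative values; no value below 0 was filed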
MCL1-BIM inh = inhibitors of human MCL1 binding to BIM-BH3 peptide; Q07820; GST-MCL1 / FITC-Bim-BH3 fluorescence polarization; inhibition, % at 10.9 µM; actives 0.68% (n = 320,000); AID 2057;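 active means inhibition above the mean inhibition of all tested compounds plus 3 SD, set per campaign, cut at about 40% in these data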;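 further: 0% = DMSO wells and 100% = unlabeled Bim-BH3 peptide control; higher means more loss of mP so more displacement of Bim peptide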
CIT2-GFP yeast = yeast TOR pathway CIT2-GFP modulation. GFP response vs DMSO, % at 10 µM. actives 0.065% (n = 320,000). S. cerevisiae CIT2-GFP strain, flow cytometry, 3 h; 100 means same as DMSO wells;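 active means GFP response relative to DMSO above a set limit, near the screen mean plus 3 SD, cut at about 150% in these data; inconclusive means Fewer than 70 cells measured for a yeast strain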;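 further: ratio of well median GFP fluorescence to mean of DMSO wells on the plate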
VLA-4 inh = inhibition in a human VLA-4 binding assay; P13612; VLA-4 expressing cells, ligand binding flow cytometry; inhibition, % (about 7 µM as worked out from the volumes in the protocol); actives 0.2% (n = 330,000); in the data active means inhibition above about 50%
Target sequence (P13612 whole entry, looked up): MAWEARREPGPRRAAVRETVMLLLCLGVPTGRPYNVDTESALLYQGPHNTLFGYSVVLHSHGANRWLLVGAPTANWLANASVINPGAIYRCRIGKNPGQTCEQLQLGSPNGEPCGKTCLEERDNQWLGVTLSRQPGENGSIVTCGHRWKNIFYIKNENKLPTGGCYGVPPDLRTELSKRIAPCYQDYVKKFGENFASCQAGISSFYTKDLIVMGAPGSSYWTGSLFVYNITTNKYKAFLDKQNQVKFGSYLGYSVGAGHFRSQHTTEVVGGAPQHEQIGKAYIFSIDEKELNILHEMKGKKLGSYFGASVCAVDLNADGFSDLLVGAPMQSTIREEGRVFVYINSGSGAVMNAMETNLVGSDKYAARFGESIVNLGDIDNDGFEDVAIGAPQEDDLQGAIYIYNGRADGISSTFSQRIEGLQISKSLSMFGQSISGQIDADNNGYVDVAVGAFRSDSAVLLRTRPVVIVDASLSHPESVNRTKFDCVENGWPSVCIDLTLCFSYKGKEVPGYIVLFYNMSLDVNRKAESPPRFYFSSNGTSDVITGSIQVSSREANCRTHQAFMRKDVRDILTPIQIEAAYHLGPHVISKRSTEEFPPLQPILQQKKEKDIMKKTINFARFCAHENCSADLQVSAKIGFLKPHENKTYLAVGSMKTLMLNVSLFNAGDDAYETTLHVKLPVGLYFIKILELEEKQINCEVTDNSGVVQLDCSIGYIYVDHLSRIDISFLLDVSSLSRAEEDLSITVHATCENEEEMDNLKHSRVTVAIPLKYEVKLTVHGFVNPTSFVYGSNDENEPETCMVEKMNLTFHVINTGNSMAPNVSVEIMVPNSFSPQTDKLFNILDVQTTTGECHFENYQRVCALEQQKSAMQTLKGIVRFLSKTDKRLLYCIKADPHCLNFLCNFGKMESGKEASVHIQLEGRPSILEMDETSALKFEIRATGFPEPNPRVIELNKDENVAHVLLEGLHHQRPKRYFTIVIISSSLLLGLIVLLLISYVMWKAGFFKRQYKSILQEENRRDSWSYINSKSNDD
AGP1-GFP MLPCN = modulators of TOR pathway AGP1-GFP in S. cerevisiae | S. cerevisiae AGP1-GFP multiplex flow cytometry, 3 h; GFP as percent of DMSO wells | GFP response vs DMSO, % at 10 µM | actives 0.02% (n = 320,000);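 active means GFP response relative to DMSO above a set limit, near screen average plus 3 SD, cut at about 150% in these data; inconclusive means fewer than 70 cells counted for the yeast strain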;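 further: median GFP channel fluorescence of the gated AGP1 strain per well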
CR mimetic SO = lowers age-related superoxide in aged yeast cells; superoxide response (% of plate mean), % at 10 µM; actives 0.18% (n = 330,000); AID 2690; S. cerevisiae aged cells, superoxide DHE fluorescence; stronger effect = lower value;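 active means superoxide response under a set limit, about three screen SD below normal, cut at about 65% in these data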;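 further: yeast aged for seven days with compound at 30 °C before DHE staining; 100% = average MFI of all compound-treated wells on the plate with controls excluded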
BCLXL inh = blocks human Bcl-xL binding to Bim BH3 peptide. Q07817. GST-Bcl-xL / FITC-Bim BH3 peptide fluorescence polarization. inhibition, % at 10.9 µM. actives 0.7% (n = 320,000). AID 2129;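 active means inhibition above the mean of all tested compounds plus 3 SD, cutoff set per campaign, cut at about 30% in these data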;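 further: 0% = DMSO wells and 100% = unlabeled Bim-BH3 peptide competitor; inhibitors lower millipolarization by displacing the labeled peptide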
MEX-5 binding = C. elegans MEX-5 TCR-2 RNA binding activity. AID 1832. activity score (negative = inhibition of binding), % at 10 µM. MEX-5/FITC-TCR2 RNA binding, fluorescence polarization; stronger effect = lower value. actives 0.38% (n = 300,000);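 active means inhibition past about -25% in most replicates, and total fluorescence under double the plate's negative control median, limit read from the data; inconclusive means replicates evenly split on the limit, or fluorescence at least double controls; inactive means too little inhibition in most replicates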;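 further: 0% = DMSO and -100% = 5 µM competing unlabeled TCR2 RNA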
GLD-1 RNA inh = GLD-1-TGE RNA interaction inhibition (C. elegans); purified GLD-1 + fluorescein TGE RNA, fluorescence polarization; inhibition, % at 5.96 µM; actives 0.44% (n = 320,000); AID 2280;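 active means percent inhibition above a per-plate cutoff, the plate mean of test compounds plus 3 SD, cut at about 30% in these data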;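 further: 0% = DMSO wells with GLD-1 and probe and 100% = wells lacking GLD-1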
* hit, by the source's call; i = inactive; ? = inconclusive; nt = no result given. Compounds were not picked by outcome; any-hit rate near 2.1%.

SMILES	GRK2 aptamer HTS	MCL1-BIM inh	CIT2-GFP yeast	VLA-4 inh	AGP1-GFP MLPCN	CR mimetic SO	BCLXL inh	MEX-5 binding	GLD-1 RNA inh
CCCN(Cc1cc2ccccc2[nH]c1=O)C(=O)c1cccc([N+](=O)[O-])c1	0.0	3.3	91.0	14.2	104.9	110.0	2.8	-0.8	4.3
Cc1noc(C)c1C(=O)Nc1ccccn1	4.0	-2.9	98.6	9.9	101.6	i	3.7	1.6	-4.0
Cc1c(C(=O)NCC(C)C)sc2nc(-c3ccc(F)cc3)cn12	18.0	4.0	95.3	15.0	93.1	109.1	5.6	0.8	-1.2
CC1(C)CC(=NNC(=O)c2n[nH]c3c2CCC3)CC(C)(C)N1	0.0	8.6	105.9	10.0	100.8	96.8	0.3	7.2	8.4
CCCCN1CC(=O)N2[C@H]3c4ccccc4OC[C@@H]3[C@H](c3ccccc3)[C@]2(C)C1=O	0.0	4.0	92.7	8.3	95.2	93.6	4.9	nt	4.4
Cc1ccc(C(=O)NCC(=O)OCC(=O)Nc2ccccc2C#N)s1	1.0	-1.8	85.3	0.0	93.8	116.5	-4.1	2.7	0.5
COc1ccc(CC(=O)NC(=S)Nc2ccc(S(=O)(=O)NC(C)(C)C)cc2)cc1	0.0	11.5	101.3	-5.2	102.3	120.6	5.6	-1.4	1.2
CCOc1ccc(S(=O)(=O)Nc2cc(F)ccc2F)c2cccnc12	4.0	8.1	103.3	-1.0	99.5	96.6	9.2	-2.6	-5.0
CC(C)(C)NC(=O)NC(=O)COC(=O)C1CC(=O)N(Cc2ccccc2)C1 (centres undefined)	1.0	0.1	100.6	-13.9	100.1	103.7	1.9	-0.9	7.5
O=C(COC(=O)Cc1ccc(S(=O)(=O)N2CCOCC2)s1)NCc1ccccc1	0.0	-1.8	102.8	-4.6	102.3	89.5	3.0	3.0	0.5
Cc1ccc(CNS(=O)(=O)c2ccc(CN3C(=O)c4cccnc4C3=O)cc2)o1	2.0	5.2	?	12.4	?	120.5	3.4	-0.2	7.7
Cc1ccc(C2/C(=C(/O)c3ccc(Cl)cc3)C(=O)C(=O)N2CC2CCCO2)o1 (centres undefined)	2.0	0.6	98.2	12.5	97.9	87.2	4.1	-1.3	2.0
CCOC(=O)c1sc(C)c(C(N)=O)c1NC1=NCCCCC1	0.0	3.2	98.0	15.0	97.5	87.8	-1.9	4.2	2.8
O=C(N/N=C\c1ccc(O)c([N+](=O)[O-])c1)C1COc2ccccc2O1 (centres undefined)	4.0	1.4	112.8	2.6	100.2	112.9	0.7	0.8	0.9
CCOC(=O)c1nc2c(=O)n(C)c(=O)n(C)c2n(C)c1=O	1.0	9.2	94.0	0.9	100.3	103.0	2.8	-0.5	3.0
CCS(=O)(=O)N1Cc2ccccc2CC1C(=O)Nc1ccccc1OC (centres undefined)	0.0	-0.8	100.7	3.1	102.2	105.2	-5.2	1.8	6.4
COC(=O)Nc1ccc(OCC(=O)N2CCOCC2)cc1	2.0	1.7	106.3	13.8	108.9	96.2	0.9	-0.2	7.4
COc1cccc(CN(Cc2ccccc2F)S(=O)(=O)c2ccc(S(=O)(=O)NCc3ccccc3)cc2)c1	0.0	-1.6	94.8	14.6	94.1	98.2	1.7	0.0	1.0
CCOC(=O)N1CCN(C(=O)COc2ccc(Cl)cc2)CC1	0.0	-1.5	97.2	-5.5	95.1	95.6	0.3	2.3	7.6
O=C(NCCN1CCOCC1)c1ccc2c(c1)ncn2C1CCCCC1	1.0	-1.3	101.5	-16.2	102.5	91.6	2.7	2.5	-2.4
COc1cccc(/C=C/C(=O)OCC(=O)c2c(N)n(C)c(=O)n(C)c2=O)c1	4.0	4.2	93.3	-6.0	96.3	95.5	2.5	nt	-1.3
COC(=O)c1cccc(-c2ccc(C(c3c(C)[nH][nH]c3=O)c3c(C)[nH][nH]c3=O)o2)c1	3.0	15.0	104.0	0.1	105.3	97.4	15.0	-1.0	-0.3
CCc1nnc(NS(=O)(=O)c2ccc(NC(=S)NC(=O)/C=C/c3ccccc3)cc2)s1	0.0	13.1	97.8	15.3	99.2	116.9	5.2	-0.2	6.6
Cc1ccc(S(=O)(=O)NCC(C)NS(C)(=O)=O)cc1 (centres undefined)	0.0	1.2	90.4	31.5	99.5	110.9	1.6	-0.4	-4.0
CC(=O)n1nc(-c2ccc(Cl)cc2)nc1NCc1ccco1	0.0	-4.5	92.8	-4.8	98.5	98.9	4.5	0.6	2.3
SMILES	GRK2 aptamer HTS	MCL1-BIM inh	CIT2-GFP yeast	VLA-4 inh	AGP1-GFP MLPCN	CR mimetic SO	BCLXL inh	MEX-5 binding	GLD-1 RNA inh
Cc1ccc(/C=C/c2nc3ccccc3s2)s1	0.0	-34.5	101.8	1.6	98.8	100.8	-17.0	3.8	-4.9
CC(C)C[C@@H](CO)N1CCN(CCCc2ccccc2)CCC1=O	2.0	5.4	109.4	-8.6	92.0	91.7	10.6	3.5	2.8
O=C(CN1C(=O)c2ccccc2S1(=O)=O)N1CCOCC1	0.0	-1.3	111.1	-6.6	102.3	90.4	-0.1	2.8	4.2
O=C1C(Cc2cccc([N+](=O)[O-])c2)S/C(=N/N=C/c2ccco2)N1c1ccccc1 (centres undefined)	0.0	7.5	92.1	0.8	87.6	110.1	1.8	2.1	7.0
O=c1c2c3c(sc2nc2n1CCCCC2)CCCC3	0.0	14.8	102.1	11.8	99.0	101.3	6.4	-1.6	3.9
Cc1cc(C)n(C(=O)CNC(=O)Cc2ccccc2)n1	4.0	-3.0	nt	10.3	106.2	85.7	-0.3	1.1	0.7
COc1ccc(-n2cnc3cc(C(=O)NC4CCCC4)ccc32)cc1	2.0	3.9	92.8	22.1	92.0	102.5	2.3	-0.9	0.0
Cc1ccsc1C(=O)N1CCCC(CCC(=O)NCc2ccc(F)c(F)c2)C1 (centres undefined)	0.0	8.9	100.4	4.8	102.6	90.2	8.6	1.8	5.1
COc1cccc(CNC(=O)c2n[nH]c3ccccc23)c1	2.0	10.2	106.0	-8.6	108.2	100.8	6.6	2.2	0.8
Cc1ccccc1C(=O)N1CCc2ccccc2C1	2.0	9.3	96.8	9.7	103.2	104.7	3.4	1.4	0.0
CCC(C)NC(=O)C1c2ccccc2C(=O)N1Cc1ccccc1 (centres undefined)	8.0	-0.4	97.8	-2.1	100.4	93.1	0.4	-1.2	1.5
Cc1ccc(C(=O)C(C)OC(=O)c2cc3cc([N+](=O)[O-])ccc3oc2=O)cc1 (centres undefined)	0.0	7.3	99.3	-0.4	101.4	94.1	4.9	2.1	0.3
CCCCc1[nH]c(=O)c(C#N)c2c1CCCC2	0.0	1.6	111.0	-6.1	107.0	96.4	-0.3	-2.0	9.0
COc1ccc(NS(=O)(=O)c2cn(C)cn2)cc1Cl	0.0	0.5	99.3	23.7	100.8	82.9	0.3	1.1	-7.4
CCCCn1c(O)c(N=NC(=O)c2ccncc2)c2cc(Br)ccc21	0.0	-2.4	79.0	-7.8	86.4	124.6	2.7	1.6	-9.6
CCOc1ccc(CCNC(=O)c2[nH]c(C)c(C(C)=O)c2C)cc1OCC	0.0	2.0	101.0	0.9	102.2	115.7	-1.9	2.3	3.5
COc1ccccc1CNC(=O)C(=O)c1cn(CC(=O)N2CCOCC2)c2ccccc12	3.0	5.6	112.2	5.4	103.8	77.9	1.0	0.5	3.2
O=C(N[C@@H]1C/C=C\C[C@@H](CC(=O)N(CCO)Cc2ccccc2)C(=O)NCCOC1=O)OCC1c2ccccc2-c2ccccc21	8.0	nt	89.5	12.9	93.8	110.1	nt	nt	5.5
C[C@]12C(=O)N(c3ccc(Cl)cc3)C(=O)N1[C@@H]1c3ccccc3OC[C@@H]1[C@H]2c1ccccc1	1.0	8.3	87.8	0.5	88.3	94.2	0.8	1.1	3.5
CCCCCCOC(=O)C(C#N)c1nc2ccccc2nc1N1CCN(CC)CC1 (centres undefined)	3.0	14.6	?	-0.3	nt	111.2	18.5	-6.0	3.4
Cc1cccc(Nc2nnc(SC/C(O)=C(\C#N)c3nc4ccccc4[nH]3)s2)c1C	2.0	4.8	106.5	-17.6	100.8	103.0	16.1	0.6	-1.3
CCCN1C2CCCC1CC(NC(=O)c1ccccc1OC)C2 (centres undefined)	3.0	6.0	110.3	16.7	98.8	109.8	-1.2	-0.2	-3.2
COc1ccc(C(C)=O)cc1COC(=O)CCNS(=O)(=O)c1ccc(C(C)=O)cc1	0.0	-18.6	90.7	2.1	89.5	88.7	-5.0	1.6	4.1
COc1ccccc1-c1cc(-c2cc(Cl)ccc2O)n[nH]1	0.0	3.0	106.5	-68.4	102.6	75.7	0.9	-0.8	1.3
O=C(CSc1nnc(-c2ccccc2Br)o1)N1CCOCC1	0.0	9.7	104.5	3.3	97.0	100.3	2.1	-1.7	0.1
SMILES	GRK2 aptamer HTS	MCL1-BIM inh	CIT2-GFP yeast	VLA-4 inh	AGP1-GFP MLPCN	CR mimetic SO	BCLXL inh	MEX-5 binding	GLD-1 RNA inh
COc1cccc(CN2CC(C(=O)NCCc3ccc(C)s3)CCC2=O)c1 (centres undefined)	0.0	1.1	96.5	22.7	97.8	94.5	6.1	0.1	2.1
Cc1nnc(SCC(=O)NC2CCCC2)n1CCc1ccccc1	0.0	3.3	107.0	8.9	110.6	95.0	5.3	3.1	5.7
Cc1cc(C)c(C(=O)COC(=O)C2CC3CCCC(C2)C3=O)c(C)c1 (centres undefined)	3.0	-4.5	82.8	5.0	95.7	124.2	-5.1	1.3	2.8
CN(C)c1ccc2nsnc2c1[N+](=O)[O-]	0.0	-0.9	92.4	-4.4	99.1	99.9	4.4	-0.6	4.3
COc1ccc(NC(=O)Nc2nnc(C(C)C)s2)cc1	2.0	-0.9	96.5	9.6	103.4	108.0	-2.3	-0.3	0.5
O=C1CN(C(=O)COC(=O)CCS(=O)(=O)c2ccccc2)c2ccccc2N1	1.0	10.1	97.1	7.8	98.2	96.9	4.0	nt	1.9
Cc1ccc(S(=O)(=O)N2CCN(CC(=O)NC3CCCc4ccccc43)CC2)c(C)c1 (centres undefined)	0.0	-11.5	101.5	-5.8	105.0	91.2	-0.4	0.9	0.8
Cn1c(C(=O)N(Cc2ccccc2)Cc2cccs2)cc2sccc21	3.0	1.7	97.1	7.6	95.0	94.6	7.7	1.1	7.2
CC1=CN2C(=N)/C(=C/c3ccc(C)o3)C(=O)N=C2S1	1.0	2.3	107.3	nt	97.4	106.7	0.0	-5.6	-1.9
COc1ccc(C/C(C)=N/NC(=O)c2ccncc2)cc1	0.0	8.3	101.7	8.8	98.1	87.3	1.8	0.3	5.1
CCCCOC(=O)Nc1ccc(S(=O)(=O)Nc2nccs2)cc1	2.0	4.3	96.0	10.2	102.1	102.8	4.1	0.5	5.8
COc1ccc(S(=O)(=O)NCC2CCCN(C(=O)C=C(C)C)C2)cc1 (centres undefined)	1.0	-0.7	100.1	16.7	84.2	97.7	-0.5	0.0	-7.0
Nc1c(C(=O)NC2CCCC2)c2nc3ccccc3nc2n1/N=C/c1cccnc1	2.0	-3.0	93.6	9.1	85.2	114.6	4.8	-0.7	-1.6
